D1 potentiator: Potentiators of Human D1 Dopamine Receptor: qHTS | potentiation, % at 10 µM | 0.036% of 360,000 active | D(1A) dopamine receptor (Homo sapiens), P21728 | HEK293 TREx D1 cells, calcium flux, dopamine EC20 potentiation; in the data active = potentiation above about 30%; note: 0% is about no effect
D1 agonist: Allosteric Agonists of the Human D1 Dopamine Receptor: qHTS; D(1A) dopamine receptor (Homo sapiens), P21728; HEK293 T-REx D1 cells, calcium flux, agonist mode; activation, % at 2 µM; 1% of 360,000 active; in the data active = activation above about 30%; note: 0% is about no effect
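Tetracycline-induced HEK293 TREx D1 cells, force-coupled to calcium signalling, were dye-loaded with a no-wash calcium kit. Compound was pin-added after a 10 s baseline. Fluorescence was read kinetically at 1 cycle/s for 180 s, with calcium rises flagged as agonism.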
TRHR PAM: qHTS for Small Molecule Agonists and Allosteric Enhancers of Human TRH Receptor: Primary Screen for Enhancers. TRHR cells, fluo-8 calcium fluorescence, EC20 TRH enhancement. enhancement, % at 2 µM. Thyrotropin-releasing hormone receptor (Homo sapiens), P34981. 0.66% of 360,000 active; in the data active = enhancement above about 30%; note: 0% is about no effect
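TRHR-expressing cells loaded with fluo-8 calcium dye were read kinetically (ex 480/em 530) during compound addition, then stimulated with an EC20 of TRH (10 nM final). Enhancement of the Gq-mediated intracellular calcium response was scored.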
D1 antagonist: Antagonist of Human D 1 Dopamine Receptor: qHTS; activity change, negative = inhibition, % at 10 µM; HEK293 TREx D1 cells, calcium flux, dopamine EC80; active compounds read low; 3.2% of 360,000 active; in the data active = activity change below about -30%; note: % is set by controls: 0 for no effect and ±100 for the full control effect
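Tetracycline-induced HEK293 T-REx cells with force-coupled D1 receptor were loaded with a no-wash calcium dye. Compound was added after a 10 s baseline and read kinetically for 180 s; EC80 dopamine was then added and calcium flux followed another 180 s.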
RXFP1 ag: qHTS Assay for Agonists of the Relaxin Receptor RXFP1 | Relaxin receptor 1 (Homo sapiens), Q9HBX9 | HEK293T-RXFP1 cAMP TR-FRET, 30 min; response scale: percent of porcine relaxin response, buffer zero | Potency, µM (titrated, usually from 57.5 µM), inactives show top-dose activation, usual class: activators | 0.3% of 370,000 active | AID 2676, 2010; note: potency is the fitted concentration of half-maximal effect; % is set by controls: 0 for no effect and ±100 for the full control effect; nearly all actives have a fitted effect of over 60% in size; many of its hits are not listed in these tables
Target sequence (Q9HBX9 whole entry, looked up): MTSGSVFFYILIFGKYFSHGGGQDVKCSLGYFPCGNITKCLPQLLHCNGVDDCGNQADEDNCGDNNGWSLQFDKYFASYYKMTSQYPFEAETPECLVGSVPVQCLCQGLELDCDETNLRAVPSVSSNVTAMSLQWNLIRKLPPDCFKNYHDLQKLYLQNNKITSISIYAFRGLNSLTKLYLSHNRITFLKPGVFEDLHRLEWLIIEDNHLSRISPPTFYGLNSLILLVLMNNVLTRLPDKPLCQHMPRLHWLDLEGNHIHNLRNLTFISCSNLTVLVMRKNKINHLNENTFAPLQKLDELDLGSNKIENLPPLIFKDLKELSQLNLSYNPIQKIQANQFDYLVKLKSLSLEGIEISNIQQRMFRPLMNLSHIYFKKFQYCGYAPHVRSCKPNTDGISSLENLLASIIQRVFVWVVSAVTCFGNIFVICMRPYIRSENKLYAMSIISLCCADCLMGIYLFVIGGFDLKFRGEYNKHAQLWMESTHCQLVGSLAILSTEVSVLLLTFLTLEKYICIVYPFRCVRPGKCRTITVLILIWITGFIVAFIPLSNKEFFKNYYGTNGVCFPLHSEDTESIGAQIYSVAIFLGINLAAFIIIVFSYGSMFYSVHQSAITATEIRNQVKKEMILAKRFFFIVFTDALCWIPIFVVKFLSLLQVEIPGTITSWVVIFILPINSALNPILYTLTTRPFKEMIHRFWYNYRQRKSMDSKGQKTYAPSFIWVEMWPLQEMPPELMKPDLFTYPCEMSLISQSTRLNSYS
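Agonist response is measured as cAMP accumulation in an RXFP1-transfected HEK293T line under PDE4 inhibition. Values are scaled between buffer-only and 29 nM porcine relaxin, and EC50s come from standard Hill equation fits.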
TRHR ag: qHTS for Small Molecule Agonists and Allosteric Enhancers of Human TRH Receptor: Primary Screen for Agonists. AID 493084, 2011. activation, % at 2 µM. 0.18% of 360,000 active. TRHR cells, calcium flux fluo-8, FDSS agonist mode. Thyrotropin-releasing hormone receptor (Homo sapiens), P34981; in the data active = activation above about 30%; note: 0% is about no effect
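Read-out: compound-evoked intracellular calcium rise in TRHR cells, fluo-8 dye, kinetic FDSS fluorescence at 1 s/cycle following a 10-cycle baseline. Cells cultured overnight before dye loading (30 min–1.5 h, RT).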
D2 potentiator: HTS Assay for Positive Allosteric Modulators of the Human D2 Dopamine Receptor: Primary Screen for Potentiators; D(2) dopamine receptor (Homo sapiens), P14416; HEK293 T-REx D2, calcium flux, EC20 dopamine potentiation; potentiation, % at 10 µM; 0.34% of 340,000 active; AID 485347, 2010;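 active = potentiation over 3 SD above the plate norm, cut at about 30% in these data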; note: 0% is about no effect
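Cells plated with tetracycline inducer and held overnight at 30 C; calcium dye loaded 30–90 min at room temperature; baseline taken, compound added and read 180 s; EC20 dopamine then added and read 180 s.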
RXFP1 antag: qHTS Assay for Antagonists of the Relaxin Receptor RXFP1; Relaxin receptor 1 (Homo sapiens), Q9HBX9; HEK293-RXFP1, relaxin-stimulated cAMP HTRF, 30 min; active compounds read low; activity change, negative = inhibition, % at 57.5 µM; 0.59% of 350,000 active; AID 1259400, 2018;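 active = activity change of -60% or lower, but not beyond a set lower limit; inconclusive = change between -60% and -40%, or beyond the set limit; inactive = change above -40%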; note: % is set by controls: 0 for no effect and ±100 for the full control effect
Apoferritin bind: qHTS Assay for Identification of Novel General Anesthetics; Ferritin light chain (Equus caballus), P02791; AID 485281, 2010; 0.074% of 350,000 active; Potency, µM (top dose mostly 77.5 µM), for the others: at the highest dose activity change, negative = displacement, usual class: inhibitors; apoferritin/1-aminoanthracene competitive binding, fluorescence; note: potency is the fitted concentration of half-maximal effect; % is set by controls: 0 for no effect and ±100 for the full control effect; nearly all actives have a fitted effect of over 20% in size
Target sequence (P02791 2-175 limits assumed): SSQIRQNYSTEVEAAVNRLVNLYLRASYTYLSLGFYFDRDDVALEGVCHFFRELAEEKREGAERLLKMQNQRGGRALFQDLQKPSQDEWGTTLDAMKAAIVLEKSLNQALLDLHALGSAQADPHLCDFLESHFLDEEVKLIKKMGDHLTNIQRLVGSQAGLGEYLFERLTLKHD
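Horse-spleen apoferritin (10 uM) in 50% saturated 1-aminoanthracene in PBS was incubated 10 min at room temperature with compound. Fluorescence (ex 380, em 535 nm) was normalized to free and bound 1-AMA, with concentration-response fitted by a four-parameter Hill equation.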
* = called active by the depositor; ? = inconclusive; . = not tested or not shown. Unless noted, calls come from the whole dose curve; as a rule, active = well fitted curve in the direction sought with a large enough effect; inconclusive = small, poorly fitted or top-dose-only effect, or another doubt; inactive = no such curve, though single readings can be large; an effect the other way counts as inactive or inconclusive.

SMILES	D1 potentiator	D1 agonist	TRHR PAM	D1 antagonist	RXFP1 ag	TRHR ag	D2 potentiator	RXFP1 antag	Apoferritin bind
CCSc1nnc(Cc2cc(=O)[nH]c(=O)[nH]2)n1-c1ccc(F)cc1	0.8	0.6	-0.7	-1.8	6.9%	0.3	-0.9	.	-0.7%
O=C(c1cc(-c2cccnc2)nc2ccc(Br)cc12)N1CCN(c2ncccn2)CC1	-1.4	3.7	7.9	-0.5	12.8%	-2.6	8.6	14.0	-5.9%
Cc1ccc2cc(CN(Cc3nnnn3C3CCCCC3)CC3CCCO3)c(=O)[nH]c2c1 (stereo not drawn)	1.6	1.9	0.8	17.8	-0.2%	-0.1	-3.7	-20.1	-14.0%
CCOc1ccc(C2CC(=O)N(c3cccc(F)c3)C3=C2C(=O)OC3)cc1 (stereo not drawn)	-1.9	0.8	-2.6	-10.5	3.2%	0.1	-11.2	2.3	-1.5%
COC(=O)c1cn(NC(=O)c2cccc(F)c2)c(=O)c2ccccc12	5.6	0.3	3.5	-8.3	2.5%	0.2	7.9	-12.9	-11.0%
O=C(NCc1ccccc1Br)c1ccc2c(c1)OCCO2	-0.2	-0.2	-15.0	-9.2	0.1%	-0.6	1.1	-22.5	?
O=C(NCCCn1ccnc1)c1ccc2c(c1)OCCO2	9.8	1.2	-2.4	11.6	-0.4%	-0.2	-1.8	-4.6	-17.5%
CCCS(=O)(=O)N1CCN(C(=O)COc2ccccc2)CC1	-7.5	-0.6	6.1	10.2	-1.2%	0.4	-6.2	13.7	-8.6%
NC(=NCCc1ccc(Cl)cc1)NS(=O)(=O)c1ccc(F)cc1	-10.7	1.4	0.2	-19.2	1.4%	-1.2	10.3	-5.0	0.9%
O=C1CCCc2nc(N3CCN(Cc4ccccc4)CC3)ncc21	-4.0	5.8	-7.9	-14.4	0.0%	0.4	-6.0	26.4	-11.3%
O=C(CCN1C(=O)/C(=C/c2ccc(Cl)cc2)SC1=S)Nc1cccnc1	2.6	1.2	1.4	6.2	2.5%	0.1	.	-23.7	4.3%
NC(=O)c1ccc[n+](CC(=O)c2cccc([N+](=O)[O-])c2)c1	-2.1	1.9	-2.3	-0.9	1.2%	-0.2	3.5	1.1	-12.6%
COc1cc2c(cc1OC)C(c1cc3ccc(C)cc3[nH]c1=O)N(C(=O)c1ccco1)CC2 (stereo not drawn)	-6.6	1.6	0.3	0.1	2.4%	-0.2	8.9	-19.0	-11.4%
COc1ccc(Br)cc1S(=O)(=O)N(CC(=O)N1CCOCC1)c1ccccc1	-0.1	2.7	-9.2	-0.3	3.4%	0.2	-0.6	-13.8	-8.6%
O=C(Cn1c(=O)sc2ccccc21)Nc1ccc(O)cc1	-0.8	4.8	4.1	-6.9	-2.2%	-0.3	.	-1.0	-17.4%
CCOCCCNC(=O)C(c1ccc(Cl)cc1)N(Cc1cccs1)C(=O)c1ccccn1 (stereo not drawn)	1.0	1.3	-12.5	-0.6	0.7%	0.1	4.9	-1.4	-10.6%
O=C(Nc1ccccc1)Nc1ccccc1NS(=O)(=O)c1cccs1	-5.0	7.2	-2.6	3.6	2.9%	0.2	0.3	-3.5	-6.4%
CC1CCN(C(=O)Cn2cc(C#N)c3ccccc32)CC1	-12.4	0.1	-1.4	-10.5	0.4%	-0.2	-2.5	16.6	-8.3%
Cc1ccc(NC(=O)c2ccsc2)cc1NS(C)(=O)=O	7.5	1.3	-1.2	-7.0	-1.9%	-0.3	-16.8	-11.7	7.7%
COCCn1c(C)cc(O)c(C(c2ccccc2)N2CCN(c3ccccc3F)CC2)c1=O (stereo not drawn)	-5.0	2.4	-2.1	-17.9	-3.3%	-0.4	-16.9	-5.0	-2.0%
CCN(CC)S(=O)(=O)c1ccc(NCCc2ccccn2)nc1	7.0	0.0	7.6	-13.8	3.3%	0.1	-12.6	-6.8	-7.1%
COc1cc2oc3ccccc3c2cc1N(CC(=O)N1CCCCC1)S(=O)(=O)c1ccc(C)cc1	-0.8	0.6	-0.9	12.7	4.1%	3.7	9.4	-11.9	-12.8%
O=S(=O)(c1ccccc1)N1CCN(c2nnnn2-c2ccccc2)CC1	-4.6	0.5	3.5	-11.6	0.8%	-0.9	8.4	-13.9	-5.8%
CCCCN(CC)CCCNC(=O)C1CCN(c2nc3ccc(CC)cc3s2)CC1	6.2	78.9*	-6.1	-61.7*	0.8%	5.1	-3.1	?	-8.7%
CCOC(=O)c1c(N)sc(C(=O)OC)c1C	-3.0	0.3	-2.4	3.8	-1.5%	0.1	-2.5	13.1	-8.7%
CCOc1ccc(C(=O)NC2CCN(C(=O)NCc3ccccc3)CC2)cc1	-2.2	1.7	-2.7	3.2	1.0%	-1.1	-2.4	-9.4	-1.1%
COc1ccc2c(C=O)cn(C)c2c1	-8.7	-0.7	-2.2	-2.3	2.6%	0.1	-5.0	-19.4	2.4%
COc1ccc(C2c3c(n(C)c4ccccc34)C(=O)N2CC(=O)Nc2ccc(F)cc2)cc1 (stereo not drawn)	-0.5	5.4	-6.3	11.3	5.5%	0.2	-4.3	-8.0	-1.9%
O=C(Nc1ccc(OCc2ccccc2)cc1)Nc1ccccc1C(=O)NCCCN1CCOCC1	-3.7	9.0	-0.8	-19.2	-2.1%	0.0	-2.1	-14.4	11.0%
Cc1cccc(-c2nc3c4ccccc4nc(N4CCN(c5cccc(Cl)c5)CC4)n3n2)c1	2.0	0.2	-2.3	-4.4	2.3%	0.3	18.1	-1.4	-6.7%
Cn1c(N2CCN(S(=O)(=O)c3ccc(F)cc3)CC2)nc2ccccc21	-2.8	-0.9	-2.5	2.2	0.3%	-0.4	13.7	-11.6	-6.6%
COc1ccc(S(=O)(=O)c2cn(Cc3ccccc3)c3cc(F)c(F)cc3c2=O)cc1	-1.9	-0.7	-3.1	8.3	-1.1%	0.1	-7.3	-4.3	-6.2%
C=CC[N+](C)(C)CCN1C(=O)C2C(c3ccccc3)C=CC(c3ccccc3)C2C1=O (stereo not drawn)	-7.1	0.7	-4.2	-17.3	0.6%	0.2	12.9	9.3	-9.9%
CCN(CC)CCNc1c2c(c(C#N)c3nc4ccccc4n13)CCCC2	-0.7	-0.5	1.6	.	3.9%	-0.4	-4.1	-9.4	29.5%
CC(=O)NC12CC3CC(C1)CC(C(=O)OCC(=O)Nc1ncc(Cl)cc1Cl)(C3)C2	2.5	2.0	-2.8	0.8	0.7%	1.6	5.5	-1.5	?
c1cc2c(cc1-n1cnnn1)OCO2	-0.2	0.1	2.3	-2.9	2.4%	-4.9	-4.9	-4.4	1.7%

Four compounds already listed, ordered by SMILES length, highest first.
SMILES	D1 potentiator	D1 agonist	TRHR PAM	D1 antagonist	RXFP1 ag	TRHR ag	D2 potentiator	RXFP1 antag	Apoferritin bind
C=CC[N+](C)(C)CCN1C(=O)C2C(c3ccccc3)C=CC(c3ccccc3)C2C1=O (stereo not drawn)	-7.1	0.7	-4.2	-17.3	0.6%	0.2	12.9	9.3	-9.9%
O=C(Nc1ccc(OCc2ccccc2)cc1)Nc1ccccc1C(=O)NCCCN1CCOCC1	-3.7	9.0	-0.8	-19.2	-2.1%	0.0	-2.1	-14.4	11.0%
CCOC(=O)c1c(N)sc(C(=O)OC)c1C	-3.0	0.3	-2.4	3.8	-1.5%	0.1	-2.5	13.1	-8.7%
COc1ccc2c(C=O)cn(C)c2c1	-8.7	-0.7	-2.2	-2.3	2.6%	0.1	-5.0	-19.4	2.4%

Following part.
SMILES	D1 potentiator	D1 agonist	TRHR PAM	D1 antagonist	RXFP1 ag	TRHR ag	D2 potentiator	RXFP1 antag	Apoferritin bind
COC(=O)c1cc2occc2n1Cc1nc(-c2ccccc2)oc1C	5.2	10.6	-3.7	15.4	0.1%	0.5	4.4	-7.0	-1.5%
COc1cccc(CNC(=O)C2CCCCN2S(=O)(=O)c2ccc(F)cc2)c1 (stereo not drawn)	-5.6	0.5	-2.4	5.2	-2.9%	-0.6	4.7	-2.9	5.4%
COc1ccc(C(=O)N2CCCCCC2)cc1OC1CCN(C(C)C)CC1	-1.9	2.9	7.0	-4.7	-1.8%	0.8	11.0	0.0	-9.4%
COc1ccc(NC(=O)Nc2c(C)n(C)n(-c3ccccc3)c2=O)cc1OC	3.5	8.9	-6.6	-30.0	1.6%	0.4	8.4	5.4	-6.4%
CC(C)n1c(NCc2ccc(Cl)cc2)nc2ccccc21	-0.3	1.3	39.5*	4.4	5.7%	0.3	-19.5	-6.0	-8.5%
COc1cccc(CNC(=O)CCC2CCCN(c3cc(C)nc(N4CCCC4)n3)C2)c1 (stereo not drawn)	0.4	-0.1	6.6	7.0	-3.8%	-0.5	0.7	-4.7	-9.9%
O=C(Cn1cncn1)NCc1ccc(Cl)cc1	-5.0	1.0	-1.7	1.4	0.7%	-0.1	3.9	-5.7	-1.9%
COC(=O)c1ccc(N/C=C/C(=O)c2ccc(OC)c(OC)c2)cc1	-4.7	1.9	20.5	-23.4	-1.1%	0.1	6.8	-7.4	-2.5%
c1ccc(CN=C2NN=C(c3cc4ccccc4o3)CS2)cc1	-7.6	1.9	3.8	-10.8	1.2%	-0.4	9.2	1.6	-12.4%
COc1ccc(CCNC(=O)CSc2ccc(Br)cc2)cc1OC	-2.9	10.7	0.5	-12.0	-0.1%	-1.2	20.5	-0.2	-5.2%
COc1cccc(CNC(=O)Cn2c(=O)oc3cc(S(=O)(=O)N4CCC(C)CC4)ccc32)c1	-3.1	7.6	-5.6	-11.4	2.7%	-0.6	5.8	.	?
CCN(CC(=O)Nc1c(F)cccc1F)C(=O)C1CCN(S(=O)(=O)c2ccc(C)cc2C)CC1	1.6	-0.4	14.8	9.8	-0.6%	0.1	7.2	1.4	.
COC(=O)CCC(=O)OC1(C)C(=O)C=C2C=C(C3CC3)N(CC(C)C)C=C2C1=O (stereo not drawn)	-2.0	1.4	-4.8	-1.6	0.8%	0.0	-2.0	.	-0.9%

High-throughput results (PubChem)

The list is partial; the hit share may differ from the screen's.
